Assay outcomes: PubChem, National Center for Advancing Translational Sciences (NCATS)
KDM5B inhibitor – KDM5B demethylase inhibition; Q9UGL1; KDM5B demethylase, FDH-coupled NADH fluorescence (FDH is formaldehyde dehydrogenase); Potency, µM (titrated, usually from 57.7 µM), inactives show at the highest dose activity change, negative = inhibition, usual class: inhibitors; 2.6% of 220,000 active; active means well fitted inhibition curve with a large enough effect; inconclusive means small, poorly fitted or top-dose-only effect; inactive means no such curve, though single readings can be large or run the other way; further: 0% is about no effect; nearly all actives have a fitted effect of over 70% in size
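Inhibition is measured as reduced NADH fluorescence generation from FDH coupling to formaldehyde release. Truncated KDM5BΔAP at 200 nM final acts on H3K4me3 peptide (12.5 µM in substrate mix) in pH 7.5 HEPES buffer with Tween-20, 30 min, room temperature.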
Active calls of the source: *; ? = inconclusive; [ ] = another dose, or the depositor's remark. Potency means the concentration at half of the fitted maximal effect.

KDM5B inhibitor | Structure
? | CN(C)CCCN(C)c1nccc(C2(c3ccccc3Cl)CCNCC2)n1
11% | O=C(O)/C=C/c1ccc(F)c(Cl)c1
12% | Cc1cc(F)ccc1NC(=O)C1CCCN(C(=O)Cc2cccc3ccccc23)C1 (stereo not given)
-2% | CCC(C)(CNC(=O)c1cc2c(s1)CCC2)N1CCOCC1 (stereo not given)
8% | O=C(OCc1cc(=O)n2nc(-c3cccs3)sc2n1)c1ccccc1Br
0% | Cc1ccc(N2CCC(NC(=O)Cc3cccs3)C2=O)cc1C (stereo not given)
-14% | CCOc1ccc(NC(=O)N2CCC3(CC2)SCC(=O)N3Cc2ccco2)cc1
3% | CC(=O)Nc1ccc(N2C(=O)c3cccc4c(O)ccc(c34)C2=O)cc1

4 entries picked at random from the list so far, as already listed:
KDM5B inhibitor | Structure
-14% | CCOc1ccc(NC(=O)N2CCC3(CC2)SCC(=O)N3Cc2ccco2)cc1
11% | O=C(O)/C=C/c1ccc(F)c(Cl)c1
12% | Cc1cc(F)ccc1NC(=O)C1CCCN(C(=O)Cc2cccc3ccccc23)C1 (stereo not given)
8% | O=C(OCc1cc(=O)n2nc(-c3cccs3)sc2n1)c1ccccc1Br

Other records follow.
KDM5B inhibitor | Structure
-11% | COc1ccccc1CNC(=O)CN1C(=O)c2ccc([N+](=O)[O-])cc2C1=O
4% | CCCn1ccc2c(OCC(=O)Nc3ccccc3OCC)cccc2c1=O
-17% | Cn1cnnc1-c1nn(C)c2c1CN(C(=O)c1cc3ccccc3[nH]1)CC2
18% | COCCN(CCOC)C(=O)Cc1n[nH]c(=O)c2ccccc12
-9% | COc1ccc(C(=O)N[C@H]2C[C@H]3C(=O)NC[C@@H](CCC(=O)N4CCN(C)CC4)N3C2)cc1
4% | CN1C(=O)C2(CCN(C(=O)Cc3cccc(F)c3)C2)c2ccccc21 (stereo not given)
13% | Cc1cnc(C2CC2)n1CC1CCNCC1
? | Cc1nnc(SCC(=O)Nc2ccc(Br)cc2)[nH]c1=O
4% | COc1ccc(OC)c(NC(=O)C2CCCN(c3ccc4nncn4n3)C2)c1 (stereo not given)
8% | Fc1ccc(-c2nc(-c3ccccc3)no2)cc1
? | Cc1nc2c(c(C)nn2-c2ccccc2)c(C)c1CCC(=O)Nc1ccccc1
-19% | COc1ccc2cnn(CC(=O)Nc3ccccc3Br)c(=O)c2c1OC
21%[149 µM] | O=C(C1CC1)N1CCC2(COc3ncccc3[S+](=O)([O-])N2)C1 (stereo not given)
-8% | CN(Cc1cccs1)C(=O)Cn1c(=O)c2c(ncn2C2CCCC2)n(Cc2ccccc2)c1=O
24% | CCOCCCNCc1cccc(OCc2ccccc2)c1
-2% | NC(=O)c1ccc(OC2CCN(C(=O)CC3CCCCC3)C2)nc1 (stereo not given)

Some of these compounds in order of their number in KDM5B inhibitor, ascending.
KDM5B inhibitor | Structure
-19% | COc1ccc2cnn(CC(=O)Nc3ccccc3Br)c(=O)c2c1OC
-2% | NC(=O)c1ccc(OC2CCN(C(=O)CC3CCCCC3)C2)nc1 (stereo not given)
4% | COc1ccc(OC)c(NC(=O)C2CCCN(c3ccc4nncn4n3)C2)c1 (stereo not given)

(continued)
KDM5B inhibitor | Structure
-14% | Cc1nc(-n2nc(C)c(Cl)c2C)sc1C(=O)N1CCCC1
20% | CC(C)Oc1ccccc1C(C)NC(=O)Cc1cccs1 (stereo not given)
? | COc1cccc(CN2C[C@@H]3C(C(=O)O)[C@@H]3C2)c1OCCn1ccnc1 (stereo not given in full)
11% | CCCn1cc(C(=O)N2C[C@H](c3ccccc3)[C@@H](N)C2)c(C)n1
? | CC(=O)c1cc2c(cc1NC(=O)Cn1c(=O)n(C)c(=O)c3sccc31)OCO2
36% | Cc1ccc(Nc2nnc(SCc3nc4ccccc4c(=O)[nH]3)s2)cc1
? | O=C(CCn1c(=O)c2cccn2c2cccnc21)NCc1ccc(F)cc1
? | CC(C)c1nc(-c2ccccc2NS(=O)(=O)c2ccccc2Br)n[nH]1
-8% | CCc1ccccc1S(=O)(=O)Cc1ccc(C(=O)NCCc2ccc(C)cc2)o1
1% | Cc1noc(-c2cccc(OC3CN(C(=O)c4cccn4C)C3)c2)n1
22µM* | CC(=O)Nc1ccc(CC(=O)N2CCc3c(nc4cc(-c5ccccc5)[nH]n4c3=O)C2)cc1
-2% | Cc1ccc(S(=O)(=O)Nc2ccc(C(=O)N3CCOCC3)cc2)cc1
22µM* | CC1(O)CCCN(c2ccc(-c3nc(CCCc4ccccc4)no3)cn2)C1 (stereo not given)
-1% | Cc1ccc(CN2C(=O)C3(c4ccccc42)N(c2ccc(F)c(Cl)c2)C(=O)CS3(=O)=O)cc1 (stereo not given)
1% | C[C@@]1(O)CCN(C(=O)C2(c3ccccc3)CC2)C[C@@H]1Cc1ccccc1
-16% | CC(C)CN1CCN(CCc2ccccc2)CC1
13% | Cc1nc(COc2ccccc2C(=O)N2CCc3ccccc32)no1
-14% | COc1c(C)cc(Br)cc1C(=O)NC(=S)NCc1ccco1
24% | CCOCc1nc(C2CCCN(C(=O)NCc3ccc(F)cc3)C2)no1 (stereo not given)
21% | Cc1noc(C)c1S(=O)(=O)N1CCN(C(=O)N2CC3CC(C2)[C@H]2CCCC(=O)N2C3)CC1 (stereo not given in full)
18% | O=C(OC1CCCCC1=O)c1ccc(Br)cc1 (stereo not given)
-25% | CCN(C(=O)CC12CC3CC(CC(O)(C3)C1)C2)c1ccccc1
19% | CC(C)c1ccc(-c2noc(Cn3c(Cl)nc4c3c(=O)n(C)c(=O)n4C)n2)cc1
7% | Cc1ccc(C2=NC3(CCN(C(=O)c4ccncc4)CC3)ON2)cc1
-27%[86.2 µM] | CN(Cc1ccccc1)C(=O)C1(C)CCCc2cnc(Nc3cccnc3)nc21 (stereo not given)
32µM* | CN1CCC(CNC(=O)c2cc(-c3ccc(F)cc3)cc3ncn(C)c23)CC1=O (stereo not given)
? | O=C(CSc1nncn1-c1cccc(Cl)c1)Nc1ccccc1C(=O)NCCc1ccccc1
-6% | COc1ccc(C(=O)N2CCC(c3n[nH]c(=O)n3Cc3ccc(F)cc3)CC2)cc1F
? | CC(=O)NCC(=O)NCc1nnc2ccc(-c3ccc(C)c(C)c3)nn12
-15% | COc1ccc(S(=O)(=O)Nc2ccc3c(c2)N(C(C)=O)CCC3)cc1F
-17% | Cn1nc(C(=O)NCCN2CCCCCC2)c2c1-c1ccccc1OC2
-18% | O=C(Cc1cccs1)N1CCOc2ccc(CN3CCCCC3)cc2C1
-18% | Cc1ccc(C(=O)COC(=O)CCC(=O)Nc2ccc(Oc3ccccc3)cc2)cc1C
? | CC(=O)Nc1nc(C)c(-c2csc(Nc3ccccn3)n2)s1
28% | CCOc1ccc(CC(=O)N2C[C@@H](CO)[C@H](c3nc(C)no3)C2)cc1
-5% | Cc1cccc(/C=C/c2ccc3c([N+](=O)[O-])cccc3n2)c1
-1% | Clc1ccc(/C=N/N2CCCCC2)cc1
12% | COc1ccc(/C(=N\O)C(C)(C)O)cc1
33% | O=C(NC1CCCCC1)C1CN(C(=O)c2cccc(C(F)(F)F)c2)CC12CCOCC2 (stereo not given)
3% | Cc1ccc(NC(=O)c2nc3ccccc3nc2N2CCN(C)CC2)cc1C

Part of the list above in order of heavy-atom count, low to high.
KDM5B inhibitor | Structure
-1% | Clc1ccc(/C=N/N2CCCCC2)cc1
-5% | Cc1cccc(/C=C/c2ccc3c([N+](=O)[O-])cccc3n2)c1
33% | O=C(NC1CCCCC1)C1CN(C(=O)c2cccc(C(F)(F)F)c2)CC12CCOCC2 (stereo not given)

Further entries:
KDM5B inhibitor | Structure
-23% | CN(C)c1nc2c(c(N3C[C@@H](CN4CCCC4)[C@@H](CO)C3)n1)CCCC2
-16% | CSc1ccccc1NC(=O)/C=C/c1ccc(F)cc1
8% | CCN(CC)Cc1ccc2c(c1)CN(C(=O)Cc1c[nH]c3ccccc13)CCO2
? | O=c1n(-c2ccc([N+](=O)[O-])cc2)nc2n1CCN(Cc1ccc(OC(F)(F)F)cc1)C2
12%[86.2 µM] | CN1C[C@@H](NC(=O)c2cccnc2)C[C@H]1c1nc(-c2cnccn2)no1
? | CCOc1ccc(NC(=O)Cn2cc(C(=O)C3CC3)c3ccccc32)cc1
-20% | Cc1cccc(Cn2c(C)c(CNC3CCCCCC3)c(C(=O)O)c2C)c1
12% | Cc1c(C(=O)N2CCCCCC2)c(S(=O)(=O)Nc2cccc(C#N)c2)c(C)n1C
-7% | CCCNC(=O)C(=O)NC1CCC(C(C)(C)CC)CC1 (stereo not given)
-21% | Cc1ccc(S(=O)Cc2ccc(C(=O)NCc3ccc(OC(C)C)cc3)o2)cc1 (stereo not given)
-7% | O=C(CCc1ncc(-c2ccc(F)cc2)o1)Nc1ccccc1
28µM* | CNC(=O)CCNc1c(-c2cccc(F)c2)nc2cnccn12
9% | CCC1(N2CCN(S(=O)(=O)c3ccc(F)c(C)c3)CC2)CCN(C(=O)C(C)C)C1 (stereo not given)
? | Cc1ccc2oc(=O)n(CCC(=O)NC3CCCN(c4ncccn4)C3)c2c1 (stereo not given)
? | CN1CC(=O)N(C2CCNCC2)Cc2c(NCCOc3ccccc3)ncnc21
? | COc1cccc(S(=O)(=O)N2CCC3(CC2)C(=O)NN=C3c2ccccn2)c1

A second format for part of the listing above.
| compound | KDM5B inhibitor |
| --- | --- |
| Cc1ccc(S(=O)Cc2ccc(C(=O)NCc3ccc(OC(C)C)cc3)o2)cc1 (stereo not given) | -21% |
| O=C(CCc1ncc(-c2ccc(F)cc2)o1)Nc1ccccc1 | -7% |

Continuation:
KDM5B inhibitor | Structure
-26% | N#CCCN1CCN(C(=O)c2cn3ccnc(-c4ccc(F)cc4)c3n2)CC1
-13% | COc1ccc(C2C(C#N)=C(SCC(=O)c3ccccc3)NC3=C2C(=O)CC(C)(C)C3)cc1OC (stereo not given)
7% | COc1ccc(S(=O)(=O)Nc2c(C)nc3nc[nH]n3c2=O)cc1
-30% | COc1ccccc1-c1nc(C2CC(=O)N(c3ccc(C)cc3)C2)no1 (stereo not given)
-7% | O=C(Cn1nc(C(=O)O)c2ccccc2c1=O)Nc1ccc(OC(F)F)cc1
1% | Cc1ccc(NC(=O)CSc2ccc3ccccc3n2)cc1
1% | CCCCN(C)C(=O)CSc1c2c(nc3ccc(Cl)cc13)CCCC2
-9% | OCCCC1CCCN1 (stereo not given)
-21% | Cc1cc(C)cc(Oc2c(C(F)(F)F)oc3cc(OCC(=O)NC4CCCCC4)ccc3c2=O)c1
-16% | FC(F)(F)c1ccc(SCc2csc(-c3ncccn3)n2)nc1
-3% | Cc1cc(CSc2nnc(-c3ccc(Cl)cc3)n2Cc2ccco2)on1
? | COc1cc2cc(C(=O)N[C@@H](C)C(=O)Nc3nccs3)n(C)c2c(OC)c1OC
0% | CCC(CNc1nc(CCN)nc2ccccc12)N(C)CC (stereo not given)
? | COc1ccc(NC(=O)CCSc2nc(-c3ccco3)cc(C(F)(F)F)n2)cc1
5% | CCOc1ccc(CCNC(=O)c2cc(=O)c3ccccc3o2)cc1OCC
-8% | Cc1cccc(OC(=O)c2cc3ccccc3oc2=O)c1
1% | FC(F)(F)C(Oc1nc(OC(C(F)(F)F)C(F)(F)F)nc(N2CCOCC2)n1)C(F)(F)F
12% | COc1ccc(-n2nc(C(=O)Nc3ccccc3OC)c3c4ccccc4n(C)c3c2=O)cc1Cl
11% | COc1ccc(Oc2c(C)oc3cc(OCC(=O)Nc4ccccn4)ccc3c2=O)cc1
? | CCN(CC)S(=O)(=O)c1ccc(-c2nc(C#N)c(NCCN(C)C)o2)cc1
8% | CCOC(=O)c1sc(CC(=O)Nc2ccc(CC)cc2)nc1C
-7% | O=C(c1ccc(N2CCCN(Cc3ccccc3)C2=O)cc1)N1CCN(c2ccccc2)CC1
? | COc1ccc(CSc2nc3ccncc3n2Cc2nc(-c3ccc(OC)c(OC)c3)oc2C)cc1
? | O=C(COc1ccccc1[N+](=O)[O-])Nc1ccc(-c2nc3ccccc3s2)cc1
-5% | N#Cc1ccc(NCCc2cccc3cccnc23)nc1
19% | Cn1cnc(S(=O)(=O)N2CC(N(C3CCOCC3)S(C)(=O)=O)C2)c1
-31% | Cc1ccc(CN2CCC(N(CCC(C)C)C3CCOCC3)CC2)o1
-19% | Cc1cccc(OCC(=O)Nc2ccc(-c3nnc4n3CCCC4)cc2)c1
-5% | O=C(c1cccc([N+](=O)[O-])c1)N1CCN(c2ccc(Nc3ccccc3)nn2)CC1
13% | CC(C)c1ccc(NC(=O)Cn2nc3ccc(S(=O)(=O)C4CCCCC4)nn3c2=O)cc1
-21% | Cn1c(CNC(=O)C2CC(=O)N(c3n[nH]c4ccccc34)C2)nc2ccccc21 (stereo not given)
-3% | CCOC(=O)c1sc(=S)n(-c2cccc(SC)c2)c1N
-22% | COc1cc(OC)c(NC(=O)CCc2c(C)nc3ncnn3c2C)cc1Cl
? | COC(=O)c1cc(NC(=O)c2cc(C(C)(C)C)nn2Cc2cccc(C)c2)ccc1N1CCOCC1
7% | COc1ccc(NC(=O)COc2ncnc3ccccc23)c([N+](=O)[O-])c1
-16% | COCC(=O)Nc1nc2c(s1)C[C@@H]1[C@](C)(CO)[C@H](O)CC[C@@]1(C)[C@@H]2CC(=O)NCc1cccnc1
19% | CC(C)CCNC(=O)C(NC(N)=O)C(C)C (stereo not given)
6% | Cc1c(C(=O)OCc2ccccc2)sc(=S)n1-c1ccccc1
-19% | CCCc1ccc(C(=O)/C=C/c2cc(OC)c(OC)c(OC)c2)cc1
-16% | Cc1cc(S(=O)(=O)C(CNC(=O)COc2ccc(Cl)cc2)c2cccs2)ccc1F (stereo not given)
-13% | Cc1ccc(CNC(=O)CN2C(=O)NC3(CCC(C)CC3)C2=O)cc1 (stereo not given)

A portion of the library (hit frequency here may not be typical).
